S1P3 antag = blocks the human S1P3 receptor. Q99500. CHO S1P3 NFAT-BLA reporter, FRET fluorescence, antagonist mode. inhibition, % at 4.98 µM. actives 0.27% (n = 170,000);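 active = inhibition above the plate cutoff, the mean inhibition of test wells on that plate plus 3 SD, cut at about 28% in these data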;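 note: cells challenged with S1P at its EC80 of 0.8 µM; blue over green emission ratio from cleaved BLA substrate after 4 h stimulation; 0% = S1P-stimulated wells and 100% = unstimulated DMSO-only wells; some compounds past the cut are filed as inactive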
RAM inhibit = blocks the yeast RAM network | inhibition, % at 50 µM | S. cerevisiae dse1pr::URA3 reporter, 5-FOA growth OD615, 2 d; analog-sensitive cbk1-as2 kinase mutant strain | actives 1.8% (n = 190,000);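 active = inhibition above a set limit, 3 SD over mean compound inhibition, cut at about 8.4% in these data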;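 note: 0% = DMSO-only wells with no growth and 100% = 10 µM 1-NA-PP1 full growth; inhibition rescues growth on 5-FOA so higher OD means more RAM inhibition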
L major viab = reduces viability of Leishmania major promastigotes; AID 1063; actives 9% (n = 200,000); resazurin fluorescence viability; inhibition, % at 10 µM; in the data active = inhibition above about 50%;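 note: promastigotes grown with compound for 44 hours at 28 °C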
Hsp70 act = switches on Hsp70 transcription. HeLa Hsp70 promoter luciferase reporter, luminescence; scaled: vehicle 0, proteasome-inhibitor control 100%. activation, % at 10 µM. actives 0.04% (n = 200,000);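 active = activation above the mean across all tested compounds plus 3 SD, cutoff set per campaign, cut at about 5.5% in these data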;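 note: 100% = MG132 at 30 µM as the positive control and 0% = DMSO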
PMI act hi M6P = activators of human phosphomannose isomerase at near-saturating mannose 6-phosphate; P34949; coupled PMI enzyme assay, resazurin fluorescence, 20 min; active compounds read high; 1 = untreated enzyme, 0 = substrate-free blank; activation factor at 20 µM; actives 0.34% (n = 190,000);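 active = activation factor of 2 or more at 20 µM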
Target sequence (P34949 whole entry, looked up): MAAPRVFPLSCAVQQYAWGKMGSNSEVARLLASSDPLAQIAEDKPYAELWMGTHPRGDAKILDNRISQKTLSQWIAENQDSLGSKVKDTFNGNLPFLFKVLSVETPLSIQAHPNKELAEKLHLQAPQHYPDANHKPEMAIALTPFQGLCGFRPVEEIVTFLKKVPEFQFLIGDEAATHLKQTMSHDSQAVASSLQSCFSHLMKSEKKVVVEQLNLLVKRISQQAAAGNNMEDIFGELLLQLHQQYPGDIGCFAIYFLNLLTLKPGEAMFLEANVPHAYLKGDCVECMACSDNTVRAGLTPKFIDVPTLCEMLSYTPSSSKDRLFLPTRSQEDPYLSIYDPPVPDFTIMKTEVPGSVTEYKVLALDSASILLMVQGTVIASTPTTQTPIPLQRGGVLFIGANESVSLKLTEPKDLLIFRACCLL
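Test system: human PMI in coupled enzyme assay; Input: PMI at 15 ng/mL final; Medium: HEPES buffer, pH 7.4; Schedule: 20 min incubation at room temperature; Technique: resorufin fluorescence at Ex 544/Em 590 nm; Compound: 20 µM single dose; Probe or stimulus: Near-saturating mannose-6-phosphate, 1.0 mM.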
PMI activator = activators of human phosphomannose isomerase | P34949 | purified human PMI, coupled resazurin fluorescence, 20 min; active compounds read high; 1 = vehicle control, 0 substrate-free wells | activation factor at 20 µM | actives 0.005% (n = 190,000);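 active = activation factor of 2 or more at 20 µM, relative to plate controls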
Redox H2O2 prof = compounds producing H2O2 with reducing agent – biochemical, NIH compound library profiling, artefact control for MLSCN library redox annotation, primary screen | actives 0.03% (n = 200,000) | DTT-dependent redox cycling H2O2, phenol red/HRP absorbance; 100% = 100 µM peroxide control, 0% = buffer | activation, % at 10 µM;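 active = activation of at least 50% relative to the plate's high and low controls in the primary single-dose screen; inactive = activation below 50%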;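 note: compound incubated with DTT at 0.8 mM final as the reducing agent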
TNAP inh noacc = blocks human TNAP activity with no phosphate acceptor present; P05186; purified TNAP, CDP-star luminescence, 30 min; inhibition, % at 20 µM; actives 0.26% (n = 200,000); AID 1012;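 active = tissue-nonspecific alkaline phosphatase inhibition above about 50% at 20 µM in the single-dose screen, limit read from the data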;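 note: 0% = DMSO negative control and 100% = EDTA positive control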
Target sequence (P05186 whole entry, looked up): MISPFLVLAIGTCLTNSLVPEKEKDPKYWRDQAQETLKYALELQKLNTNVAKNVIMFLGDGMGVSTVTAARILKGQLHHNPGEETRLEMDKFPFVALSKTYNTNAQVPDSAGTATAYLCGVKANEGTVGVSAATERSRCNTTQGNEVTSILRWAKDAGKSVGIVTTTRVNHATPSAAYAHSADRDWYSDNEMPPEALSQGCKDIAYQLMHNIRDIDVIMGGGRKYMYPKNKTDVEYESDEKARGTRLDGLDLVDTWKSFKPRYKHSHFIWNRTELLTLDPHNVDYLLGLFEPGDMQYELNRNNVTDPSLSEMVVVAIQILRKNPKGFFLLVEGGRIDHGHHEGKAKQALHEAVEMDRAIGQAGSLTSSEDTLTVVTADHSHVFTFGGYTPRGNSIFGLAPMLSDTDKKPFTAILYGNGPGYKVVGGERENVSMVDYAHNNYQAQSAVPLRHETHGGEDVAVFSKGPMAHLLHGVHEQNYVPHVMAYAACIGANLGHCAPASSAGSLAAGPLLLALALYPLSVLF
TNAP inh hiacc = TNAP (human) inhibition, high acceptor; P05186; purified TNAP, CDP-star luminescence, 1 M DEA; inhibition, % at 20 µM; actives 0.03% (n = 200,000); AID 1135;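 active = over 50% inhibition of tissue-nonspecific alkaline phosphatase at 20 µM in the single-dose screen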;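 note: plate controls were DMSO wells for no effect and EDTA-quenched wells as full inhibition for full effect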
HMGR II inh = E. faecalis class II HMG-CoA reductase inhibition. purified E. faecalis HMGR, NADPH absorbance 340 nm kinetic. inhibition, % at 10 µM. actives 0.41% (n = 190,000);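 active = inhibition above a set limit, the median over all tested compounds plus 3 SD, cut at about 9.5% in these data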;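 note: enzyme runs in reverse so mevalonate oxidation gives rising NADPH absorbance; 0% = complete reaction with DMSO and 100% = background rate lacking mevalonate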
An asterisk follows results filed as active.

Start of the data: the first 2 records as a preview:
O=C(NCCN1CCN(c2ccccc2)CC1)c1ccc2c(c1)[nH]c(=S)n1c3ccccc3nc21 was read as S1P3 antag -10, RAM inhibit 5.3, L major viab -7, Hsp70 act -0.1, PMI act hi M6P 1.2, PMI activator 1.2, Redox H2O2 prof -0.5, TNAP inh noacc -4, TNAP inh hiacc -4 and HMGR II inh 9.6*.
For Cc1cc(CNC(=O)COc2ccc(F)cc2)c2ccccc2n1 the results were S1P3 antag -1, RAM inhibit -0.4, L major viab 0, Hsp70 act -0.3, PMI act hi M6P 1, PMI activator 0.9, Redox H2O2 prof -0.1, TNAP inh noacc -10, TNAP inh hiacc 0 and HMGR II inh -5.

The list itself, from the first entry:
O=C(NCCN1CCN(c2ccccc2)CC1)c1ccc2c(c1)[nH]c(=S)n1c3ccccc3nc21 was read as S1P3 antag -10, RAM inhibit 5.3, L major viab -7, Hsp70 act -0.1, PMI act hi M6P 1.2, PMI activator 1.2, Redox H2O2 prof -0.5, TNAP inh noacc -4, TNAP inh hiacc -4 and HMGR II inh 9.6*.
For Cc1cc(CNC(=O)COc2ccc(F)cc2)c2ccccc2n1 the results were S1P3 antag -1, RAM inhibit -0.4, L major viab 0, Hsp70 act -0.3, PMI act hi M6P 1, PMI activator 0.9, Redox H2O2 prof -0.1, TNAP inh noacc -10, TNAP inh hiacc 0 and HMGR II inh -5.
Screening COc1ccc(-n2c(SCCC(=O)O)nnc2-c2ccncc2)cc1 returned S1P3 antag 5, RAM inhibit 1.1, L major viab -7, Hsp70 act -0.1, PMI act hi M6P 1, PMI activator 1, Redox H2O2 prof 0.3, TNAP inh noacc -10, TNAP inh hiacc -2 and HMGR II inh 0.
For COc1ccc2c(c1)c(=O)oc1cc(OCC(=O)NC3CC3)ccc12 the results were RAM inhibit 0.9, L major viab -3, Hsp70 act -0.1, PMI act hi M6P 0.9, PMI activator 0.9, Redox H2O2 prof -0.1, TNAP inh noacc -12, TNAP inh hiacc -5 and HMGR II inh 3.
NS(=O)(=O)c1ccc(NC=C2C(=O)OC3(CCCCC3)OC2=O)cc1 was read as S1P3 antag 15, RAM inhibit 1.3, L major viab -5, Hsp70 act -0.2, PMI act hi M6P 1.1, PMI activator 1.1, Redox H2O2 prof -2.5, TNAP inh noacc -7, TNAP inh hiacc -2 and HMGR II inh -2.
`Cc1ccc(/C=N/Nc2nc(N3CCOCC3)nc(N3CCOCC3)n2)o1` gave S1P3 antag 5, RAM inhibit 0.2, L major viab 4, Hsp70 act -0.3, PMI act hi M6P 1.1, PMI activator 1.2, Redox H2O2 prof -1.5, TNAP inh noacc -12, TNAP inh hiacc -2 and HMGR II inh -2.
O=C(NCCc1ccccc1)C(=O)Nc1nccs1 was read as S1P3 antag 11, RAM inhibit 1.4, L major viab -6, Hsp70 act -0.3, PMI act hi M6P 1.1, PMI activator 1, Redox H2O2 prof 0.3, TNAP inh noacc -31, TNAP inh hiacc -3 and HMGR II inh -7.
CCOC(=O)c1ccc(NC(=S)NCCc2ccccc2)cc1 was read as RAM inhibit 1.7, L major viab 44, Hsp70 act 0.2, PMI act hi M6P 0.9, PMI activator 0.9, Redox H2O2 prof 1.3, TNAP inh noacc -14, TNAP inh hiacc -9 and HMGR II inh 2.
Screening CCN(CC)S(=O)(=O)c1ccc(N2CCOCC2)c(NC(=O)COc2ccccc2C#N)c1 returned S1P3 antag -12, RAM inhibit 5.9, L major viab 23, Hsp70 act -0.1, PMI act hi M6P 1, PMI activator 1.1, Redox H2O2 prof -0.7, TNAP inh noacc -3, TNAP inh hiacc -2 and HMGR II inh -1.
For O=C(/C=C/c1c(F)cccc1Cl)Nc1nn[nH]n1 the results were S1P3 antag -16, RAM inhibit 3.4, L major viab -6, Hsp70 act -0.2, PMI act hi M6P 1.1, PMI activator 1.1, Redox H2O2 prof -1.2, TNAP inh noacc 0, TNAP inh hiacc 0 and HMGR II inh -4.
Screening Cc1onc(-c2c(F)cccc2Cl)c1C(=O)N1CCc2ccccc21 returned RAM inhibit 0.4, L major viab 8, Hsp70 act -0.4, PMI act hi M6P 0.9, PMI activator 0.8, Redox H2O2 prof 0.4, TNAP inh noacc -13, TNAP inh hiacc -2 and HMGR II inh 0.
For Cn1c(C(=O)NCCCN2CCCCCC2)cc2c(=O)n(C)c3ccccc3c21 the results were S1P3 antag -17, RAM inhibit 1.0, L major viab 67*, Hsp70 act -0.2, PMI act hi M6P 0.8, PMI activator 0.8, Redox H2O2 prof -0.5, TNAP inh noacc -10, TNAP inh hiacc -8 and HMGR II inh -5.
Screening O=C(O)c1cccc(Oc2ncnc3sc4c(c23)CCCC4)c1 returned S1P3 antag -7, RAM inhibit 3.1, L major viab -7, Hsp70 act 0.2, PMI act hi M6P 1.1, PMI activator 1.2, Redox H2O2 prof -2.3, TNAP inh noacc 1, TNAP inh hiacc 0 and HMGR II inh -1.
`CCn1c(=O)c(C(=O)Nc2cnccn2)c(O)c2ccccc21` gave S1P3 antag 2, PMI act hi M6P 0.8, PMI activator 0.8, TNAP inh noacc -4 and TNAP inh hiacc -3.
For Cc1[nH]nc2c1C(c1ccsc1)C(C#N)=C(N)O2 (stereo unspecified) the results were RAM inhibit 0.8, L major viab 57*, Hsp70 act 0.2, PMI act hi M6P 0.9, PMI activator 0.8, Redox H2O2 prof 0.1, TNAP inh noacc 23, TNAP inh hiacc -4 and HMGR II inh -2.
Screening Cc1cc(C)cc(-n2c(SCC(=O)NCc3ccco3)nc3ccccc3c2=O)c1 returned RAM inhibit 3.3, L major viab -4, Hsp70 act 0.0, PMI act hi M6P 1, PMI activator 1, Redox H2O2 prof 0.2, TNAP inh noacc -12, TNAP inh hiacc -6 and HMGR II inh 2.
For CCC(=O)NC(/C=C/c1ccccc1)c1cc([N+](=O)[O-])c2cccnc2c1O (stereo unspecified) the results were S1P3 antag -11, RAM inhibit 11*, L major viab -8, Hsp70 act -0.4, PMI act hi M6P 0.5, PMI activator 1, Redox H2O2 prof 0.4, TNAP inh noacc 6, TNAP inh hiacc 20 and HMGR II inh -8.
For COc1ccc(Nc2cc(C(=O)NCc3cccnc3)c3ccccc3n2)c(OC)c1 the results were S1P3 antag 2, RAM inhibit -0.4, L major viab 13, Hsp70 act 0.4, PMI act hi M6P 0.9, PMI activator 1, Redox H2O2 prof -0.5, TNAP inh noacc -16, TNAP inh hiacc -5 and HMGR II inh -7.
`CCOC(=O)Cn1cc(C#N)c2ccccc21` gave S1P3 antag -5, RAM inhibit 2.5, L major viab -7, Hsp70 act -0.2, PMI act hi M6P 0.9, PMI activator 0.9, Redox H2O2 prof 2.5, TNAP inh noacc -14, TNAP inh hiacc -5 and HMGR II inh 0.
COc1ccc(CNS(=O)(=O)c2cc(OCC(N)=O)c(C)cc2Cl)cc1 was read as RAM inhibit -0.2, L major viab -3, Hsp70 act -0.1, PMI act hi M6P 1.1, PMI activator 1.1, Redox H2O2 prof -4.2, TNAP inh noacc 6, TNAP inh hiacc -4 and HMGR II inh -2.
Screening COc1cc(NCCCCCCCN)c2ncccc2c1 returned RAM inhibit 1.1, L major viab 100*, Hsp70 act -0.1, PMI act hi M6P 0.5, PMI activator 0.8, Redox H2O2 prof -0.1, TNAP inh noacc 2, TNAP inh hiacc 13 and HMGR II inh -4.
For CCC(C)(C)NC(=O)C(c1cccs1)N(C(=O)c1ccn[nH]1)c1cccc(OC)c1 (stereo unspecified) the results were S1P3 antag 2, RAM inhibit 2.8, L major viab -1, Hsp70 act -0.2, PMI act hi M6P 1.1, PMI activator 1.1, Redox H2O2 prof -0.2, TNAP inh noacc -48, TNAP inh hiacc -7 and HMGR II inh -1.
Screening COc1cc(OC)c(C2C(C(=O)Nc3ccc(C)cc3C)=C(C)Nc3ncnn32)cc1OC (stereo unspecified) returned S1P3 antag -2, RAM inhibit 0.7, L major viab -2, Hsp70 act -0.2, PMI act hi M6P 0.5, PMI activator 0.9, Redox H2O2 prof -0.4, TNAP inh noacc -2, TNAP inh hiacc -5 and HMGR II inh -1.
For Cc1cc(C(=O)CN2C(=O)NC3(CCCCC3)C2=O)c(C)n1Cc1ccco1 the results were S1P3 antag -28, RAM inhibit 0.4, L major viab 8, Hsp70 act 0.4, PMI act hi M6P 1.1, PMI activator 1, Redox H2O2 prof 0.0, TNAP inh noacc -8, TNAP inh hiacc -2 and HMGR II inh -4.
For COc1ccccc1N1CCN(CC(=O)Nc2ccc(C)c(F)c2)CC1 the results were S1P3 antag -27, RAM inhibit -1.6, L major viab 7, Hsp70 act -0.2, PMI act hi M6P 1, PMI activator 1.1, Redox H2O2 prof 2.3, TNAP inh noacc -3, TNAP inh hiacc -7 and HMGR II inh 1.
Screening CCCC(=O)Nc1ccc(NC(=O)C23CC4CC(CC(C4)C2)C3)cn1 returned S1P3 antag -6, RAM inhibit 0.5, L major viab 0, Hsp70 act -0.2, PMI act hi M6P 1, PMI activator 1, Redox H2O2 prof 0.0, TNAP inh noacc -9, TNAP inh hiacc -2 and HMGR II inh -1.
For N#CC(c1ccccc1)N(CCCCl)C(=O)c1ccc(Br)cc1 (stereo unspecified) the results were S1P3 antag -5, RAM inhibit 4.6, L major viab 15, Hsp70 act -0.3, PMI act hi M6P 1.1, PMI activator 1.1, Redox H2O2 prof -0.4, TNAP inh noacc -11, TNAP inh hiacc -4 and HMGR II inh -5.
For COc1ccccc1CN1CCNC(=O)C1CC(=O)NCc1c(C)n[nH]c1C (stereo unspecified) the results were S1P3 antag -7, RAM inhibit -0.5, L major viab -2, Hsp70 act -0.1, Redox H2O2 prof -0.1, TNAP inh noacc -7, TNAP inh hiacc 1 and HMGR II inh -2.
Screening CCOC(=O)N1CCN(C(=O)c2cccn3c(=O)c4c5c(sc4nc23)CCCC5)CC1 returned S1P3 antag -1, RAM inhibit 4.0, L major viab 4, Hsp70 act -0.3, PMI act hi M6P 0.8, PMI activator 0.9, Redox H2O2 prof 0.2, TNAP inh noacc -8, TNAP inh hiacc -4 and HMGR II inh 0.
For Cc1cc(O)ccc1N/C=C(\C#N)c1nc2ccccc2o1 the results were S1P3 antag 1, RAM inhibit 5.8, L major viab -2, Hsp70 act 0.0, PMI act hi M6P 1.1, PMI activator 1, Redox H2O2 prof 0.5, TNAP inh noacc -5, TNAP inh hiacc 3 and HMGR II inh -8.
COc1ccc(NC(=O)Cn2nnc(-c3ccccc3F)n2)cc1Cl was read as S1P3 antag -34, RAM inhibit 1.8, L major viab -6, Hsp70 act 0.0, PMI act hi M6P 0.8, PMI activator 0.9, Redox H2O2 prof 3.2, TNAP inh noacc -14, TNAP inh hiacc -4 and HMGR II inh -1.
`Cc1ccc(CSc2sc(C(=O)c3ccccc3)c(N)c2C#N)cc1` gave RAM inhibit 6.0, L major viab 0, Hsp70 act -0.1, PMI act hi M6P 1.4, PMI activator 1.1, Redox H2O2 prof -2.5, TNAP inh noacc -11, TNAP inh hiacc -6 and HMGR II inh -3.
Screening Cc1cc(=O)c2n(Cc3ccccc3Cl)nc[n+]2[nH]1 returned RAM inhibit 0.3, L major viab -3, Hsp70 act -0.2, PMI act hi M6P 1.1, PMI activator 1.1, Redox H2O2 prof -0.9, TNAP inh noacc -3, TNAP inh hiacc 0 and HMGR II inh -1.

High-throughput results deposited in PubChem BioAssay by several laboratories.
